Assay outcomes (PubChem BioAssay)
GLP1R inv ag – acts as inverse agonist at human GLP-1 receptor; P43220; HEK293 GLP-1R CRE-luciferase, luminescence, 24 h; GLP-1R form is constitutively active; Potency, µM (highest dose often 38.3 µM), inactives show top-dose activity change, negative = inhibition, most hits filed as inhibitors; 410,000 compounds, 1.6% hits; also: potency is read from the fitted curve at half-maximal effect; % is scaled to controls: 0 for no effect and ±100 for the full control effect; nearly all actives have a fitted effect of over 55% in size
Target sequence (P43220 whole entry, looked up): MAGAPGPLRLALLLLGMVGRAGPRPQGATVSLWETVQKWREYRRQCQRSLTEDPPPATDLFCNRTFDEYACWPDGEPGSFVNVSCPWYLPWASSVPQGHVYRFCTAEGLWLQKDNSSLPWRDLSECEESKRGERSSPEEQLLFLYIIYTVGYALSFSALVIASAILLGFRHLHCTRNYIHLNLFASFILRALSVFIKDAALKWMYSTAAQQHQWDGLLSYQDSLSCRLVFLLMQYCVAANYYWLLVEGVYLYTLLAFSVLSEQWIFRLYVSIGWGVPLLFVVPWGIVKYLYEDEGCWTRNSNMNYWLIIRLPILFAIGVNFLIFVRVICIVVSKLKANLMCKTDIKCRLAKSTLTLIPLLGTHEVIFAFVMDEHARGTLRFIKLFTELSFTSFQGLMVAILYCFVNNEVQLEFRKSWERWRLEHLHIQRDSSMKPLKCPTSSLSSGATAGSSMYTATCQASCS
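HEK293 cells stably co-expressing a cAMP-responsive luciferase reporter and constitutively active GLP-1R were seeded, incubated 12 h, then exposed to compounds for 24 h at 37 C. Luminescence was read 12 min after detection reagent; inverse agonists lower signal.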
GLP1R cytotox – cytotoxicity in counter-screen for GLP-1R inverse agonists | HEK293 cAMP-luciferase reporter cells, luminescence, 24 h | Potency, µM (highest dose often 38.3 µM), inactives show top-dose activity change, negative = inhibition, hits mostly inhibitors | 410,000 compounds, 0.13% hits | AID 624418;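 also: loss of luciferase light is scored as toxicity; potency is read from the fitted curve at half-maximal effect; % is scaled to controls: 0 for no effect and ±100 for the full control effect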
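Step one: seed cells (200 cells/uL, DMEM with 10% Nu serum, 1% pen-strep). Step two: 12-hour incubation at 37 deg C. Step three: pin 23 nL compound, incubate 24 hr. Step four: add luciferase reagent, read luminescence 12 min later.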
WRN inhibitor – blocks human WRN helicase | WRN helicase unwinding, fluorescent forked duplex, kinetic | Potency, µM (top dose mostly 114 µM), inactives show at the top dose activity change, negative = inhibition, usual class: inhibitors | 360,000 compounds, 0.46% hits | AID 651768; also: potency is read from the fitted curve at half-maximal effect; % is scaled to controls: 0 for no effect and ±100 for the full control effect; nearly all actives have a fitted effect of over 55% in size
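WRN at 20 nM final preincubated with compound 15 min at room temperature; reaction started with 100 nM fluorophore/quencher forked duplex oligonucleotide and 2 mM ATP final. Unwinding followed kinetically by red fluorescence (ex 525, em 598 nm).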
IL-2 act – activators of IL-2; IL-2 activation reporter assay, cell-based qHTS; stimulated with anti-CD3/CD4/CD28 beads; in transgenic mouse T cells; activation, % (series mostly up to about 46 µM); 360,000 compounds, 0.065% hits; AID 652025; in the data active = activation above about 50%; inconclusive = mostly about 30% to 49%; also: 0% is about no effect
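Using fluorescent plate cytometry, EGFP and DsRed are detected in transgenic mouse T cells stimulated 18 h at 37 degrees C with antibody-coated beads after 60 min compound pretreatment.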
D3 ag – activates the human D3 dopamine receptor; 410,000 compounds, 0.58% hits; D3R DiscoveRx beta-arrestin cells, luminescence, 90 min; P35462; AID 652048; max activation, %; in the data active = max activation above about 30%; also: 0% is about no effect; mostly tested at two doses, the higher about 12 µM
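Agonist-mode cell screen: cells plated at 1500/well and incubated overnight at 37 °C, then exposed to library compounds for 90 min at 37 °C. Detection reagent was added for 30–60 min at room temperature, and luminescence was read.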
PLK1 PBD block – blocks phosphopeptide binding to human PLK1 polo-box domain. Plk1 PBD binding of FITC phosphopeptide, fluorescence polarization. Potency, µM, for inactives: max response, negative = inhibition, actives largely listed as inhibitors. 360,000 compounds, 2.8% hits; also: potency is read from the fitted curve at half-maximal effect; series mostly up to about 57 µM; % is scaled to controls: 0 for no effect and ±100 for the full control effect; nearly all actives have a fitted effect of over 65% in size
Target sequence (P53350 whole entry, looked up, the tested form may be a part): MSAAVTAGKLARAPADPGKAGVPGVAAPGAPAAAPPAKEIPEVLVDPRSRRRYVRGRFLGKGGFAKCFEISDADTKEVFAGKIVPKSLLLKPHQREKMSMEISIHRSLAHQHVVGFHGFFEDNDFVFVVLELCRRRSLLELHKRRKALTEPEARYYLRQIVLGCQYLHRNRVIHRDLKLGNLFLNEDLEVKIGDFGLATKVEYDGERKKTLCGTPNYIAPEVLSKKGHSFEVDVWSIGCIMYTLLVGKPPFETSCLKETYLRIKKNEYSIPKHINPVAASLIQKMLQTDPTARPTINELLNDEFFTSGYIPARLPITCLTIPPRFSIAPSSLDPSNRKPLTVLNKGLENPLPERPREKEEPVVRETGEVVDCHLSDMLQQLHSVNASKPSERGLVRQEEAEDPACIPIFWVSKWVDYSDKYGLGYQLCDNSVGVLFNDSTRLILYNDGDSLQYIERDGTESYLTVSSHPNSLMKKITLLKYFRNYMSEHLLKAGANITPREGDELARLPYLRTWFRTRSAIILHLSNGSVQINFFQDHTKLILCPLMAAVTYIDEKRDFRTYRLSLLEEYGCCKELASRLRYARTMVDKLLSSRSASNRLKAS
PI5P4K alpha inh – blocks human PI5P4K alpha kinase activity | max response, % | PI5P4Kalpha enzyme, ADP-Glo luminescence, 60 min; hits give low values | 330,000 compounds, 1.2% hits | P48426; active = max response of -50% or lower; inconclusive = between -30% and -50%; inactive = -30% or higher; also: value at the top dose of about 77 µM; % is scaled to controls: 0 for no effect and ±100 for the full control effect
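PI5P4Kalpha ADP-Glo assay; 5 microM ATP final; 60 min RT reaction; HEPES pH 7.4/EGTA/CHAPS, 5% DMSO; controls lacking substrate or enzyme; luminescent end-point.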
D3 antag – antagonists of human D3 dopamine receptor; P35462; D3R cells, DiscoveRx beta-arrestin luminescence, antagonist mode; hits give low values; max response, negative = inhibition, %; 360,000 compounds, 2.5% hits; in the data active = max response below about -50%; inconclusive = no clear call, values can overlap the other calls; also: % is scaled to controls: 0 for no effect and ±100 for the full control effect; mostly tested at two doses, the higher about 12 µM
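Cells expressing the human receptor were seeded at 1500 cells/well, incubated overnight at 37 degrees C in 5% CO2, then exposed to library compounds with dopamine controls for 90 minutes at 37 degrees C before luminescent detection.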
GLP-1R agonist – GLP-1 receptor (human) agonism; HEK293 GLP-1R CRE-luciferase, luminescence, 4-6 h; cells express a hypersensitive GLP-1R form; AID 624172; 380,000 compounds, 0.007% hits; Potency, µM (highest dose often 45.6 µM), inactives show top-dose activation, actives largely listed as activators; also: potency is read from the fitted curve at half-maximal effect; % of control where 0% means no effect
* hit, by the source's call; ? = inconclusive; . = not tested or not shown; & = joins results of further samples; [ ] = another dose, or the depositor's remark. Unless noted, calls follow the shape of the dose curve; as a rule, active = well fitted curve in the direction sought with a large enough effect; inconclusive = small, poorly fitted or top-dose-only effect, or another doubt; inactive = no such curve, though single readings can be large; an effect the other way counts as inactive or inconclusive.

Order of values: GLP1R inv ag	GLP1R cytotox	WRN inhibitor	IL-2 act	D3 ag	PLK1 PBD block	PI5P4K alpha inh	D3 antag	GLP-1R agonist
COc1ccccc1NC(=O)CSc1nc(=O)n(CCN2CCOCC2)c2c1CCC2
→ 2%	7%	-1%	1.8	2	-5%	4	-3	-3%
O=C(CCCc1c[nH]c2ccccc12)NCCc1c[nH]c2ccccc12
→ ?	8%	-2%	0.1	-5	-14%	-5	-19	2%
CCCc1cc(=O)oc2cc(OCc3ccc(C(=O)O)o3)ccc12
→ 16%	0%	-3%[11.6 µM]	3.0	9	2%	-8	0	5%
O=C1NC(=O)C2(Br)Nc3ccc(Br)cc3C(=O)C2N1 (stereo not given)
→ 6%	2%	-5%	-0.5	-16	-17%	-21	-28	10%
O=C(c1ccc2c(c1)CCN2S(=O)(=O)c1ccccc1)N1CCN(c2ccccc2F)CC1
→ ?	6%&-6%	-3%	-1.7	-17&2	-4%	1	9	-1%
CCC1CN(C(=O)NCc2ccccc2)c2ccccc2O1 (stereo not given)
→ ?	-3%	-8%	-4.5	0	1%	-3	6	3%
O=c1c2ccccc2oc2cc(NCCCn3ccnc3)ccc12
→ 0%	-10%	-32%	2.7	-3	-10%	4	25	12%
O=C(c1ccccc1)C1CCN(C(=O)C2CCC(=O)N(Cc3ccccc3F)C2)CC1 (stereo not given)
→ -14%	-15%	4%	-0.5	2	4%	-3	8	0%
COc1ccc(C2(O)CN(c3ccc(C)cc3)C3=[N+]2CCCC3)cc1 (stereo not given)
→ -19%	3%	2%	-1.6	-36	-4%	-9	-23	2%
Cc1ccc(CSc2ncnc3ccccc23)cc1
→ ?	25%	-5%	-0.2	4	-6%	18	-7	19%
CCCC(=O)Nc1nnc(/C=C/c2ccccc2)s1
→ 12%	8%	7%	0.8	5	-18%	-22	-21	-7%
COCC(=O)Nc1cc(C(=O)NCC(C)C)ccc1Cl
→ 3%	4%	7%	3.8	-7	-8%	2	5	1%
CCOc1ccc(OCC)c(NC(=O)C2CCCN(C(=O)c3ccc(Cl)cc3)C2)c1 (stereo not given)
→ ?	-13%	3%	0.4	4	-7%	-2	1	-3%
CCCCNc1c(-c2ccc(OC)c(SC(C)CC)c2)nc2cnccn12 (stereo not given)
→ ?	170%[activator]	-17%	-0.4	53*	2%	5	79	-2%
C=CCn1c(SCC(=O)Nc2ccc(OC)cc2)nc2c([nH]c3ccccc32)c1=O
→ 17%	6%	-6%	-0.9	2	-8%	-11	12	-10%
O=C(NC(=S)NNC(=O)c1cccs1)c1ccccc1
→ 18%	-12%	0%	1.6	1	-28%	-19	-11	0%
CC1(C)C2CCC1(CS(=O)(=O)N1CCC(C(=O)O)CC1)C(=O)C2 (stereo not given)
→ 7%	-4%	0%	0.6	12	-1%	-1	3	-4%
Cc1ccc(S(=O)(=O)N2C[C@H]3C(=O)C[C@@H]4C(=O)N(c5ccccc5)C(=O)[C@@H]4[C@@H]3C[C@@H]2c2ccccc2)cc1
→ 27%	0%	8%	2.0	-3	-9%	2	12	-2%
N#Cc1ccc(N2C(=O)[C@@H]3C(C(=O)c4ccc5ccccc5n4)=NN[C@@H]3C2=O)cc1
→ 0%	-7%	-24%[57.1 µM]	-2.0	3	-7%	?	-1	-5%
Cc1ccc(OCC(=O)NCCO)c(Br)c1
→ -11%	7%	-8%	-1.3	0	-5%	-8	12	1%
CCOC(=O)c1nnn(-c2nonc2N)c1-c1ccc(OC)cc1
→ -34%	25%	-7%	0.7	3	-3%	0	-54*	33%
COc1cc(Cl)ccc1OCc1cc(C(=O)N(C)CCc2c(C)n[nH]c2C)no1
→ 2%	-26%	-12%	-1.7	-13	1%	5	-14	9%
COc1ccc(C(C#N)N2CCOCC2)cc1 (stereo not given)
→ 11%	4%	5%	0.5	2	-7%	-7	-3	-15%
N#CC(=C(O)COC(=O)c1ccc2c(c1)OCCO2)c1nc2ccccc2[nH]1
→ ?	?	17%	-0.5	-3	-7%	?	-7	-3%
CCCN1C(=O)/C(=N\OCC(=O)NCC(F)(F)F)c2ccccc21
→ 12%	-17%	-5%	-0.6	0	0%	-3	2	7%
COC1OCC(O)C(NC(=O)N(C)N=O)C1O (stereo not given)
→ 9%	1%	-4%	-1.9	5	5%	-14	-6	0%
O=C(OCC(=O)c1c[nH]c2ccccc12)c1ccc(Br)o1
→ 4%	-3%	-8%	-1.8	-5	-7%	.	?	0%
CCC(Sc1nc(C)cc(C)n1)C(=O)NC1=NN=C(c2ccc(C)cc2)CS1 (stereo not given)
→ ?	-29%	-9%	-4.9	16	-12%	.	30	1%
Cc1ncn(-c2ccc(C(=O)Oc3ccccc3)cn2)n1
→ -4%	8%	-20%[57.1 µM]	-5.7	-8	-6%	5	2	0%
NC(Cc1ccc(C(F)(F)F)cc1)c1csc(Nc2ccccn2)n1 (stereo not given)
→ ?	-6%	1%	-0.5	3	-4%	25	1	9%

New compounds follow.
Order of values: GLP1R inv ag	GLP1R cytotox	WRN inhibitor	IL-2 act	D3 ag	PLK1 PBD block	PI5P4K alpha inh	D3 antag	GLP-1R agonist
C[C@H](CO)N1C[C@H](C)[C@@H](CN(C)Cc2cccc(O)c2)OCc2cnnn2CCCC1=O
→ 1%	4%	3%	0.9	2	-5%	-4	-5	-5%
CCN1CCN(C(c2ccc(OC)cc2)c2nnnn2Cc2ccc3c(c2)OCO3)CC1 (stereo not given)
→ -18%	7%	-1%	1.4	-1	2%	-1	-11	7%
COC(=O)C1(C(=O)OC)Sc2ccccc2C1=O
→ 0%	4%	-3%	-0.2	15	-10%	.	11	-6%
COc1ccccc1-c1sc2ccccc2c1-c1ccc2c(c1)OCCO2
→ 6%	44%[activator]	-6%	-2.5	-12	-9%	15	0	6%
O=C(N/N=C1\CCSC1)c1cc(Cl)ccc1O
→ -7%	20%	?	-0.6	2	-14%	-8	-4	-1%
CCn1c(CNc2ccccc2Cl)nnc1SCC(=O)NCc1ccccc1
→ -4%	-11%	-3%	-0.5	-12	-5%	.	-9	3%
CN(C(=O)c1ccc([N+](=O)[O-])cc1)c1ccccc1C(=O)NCc1ccccc1
→ 8%	10%	-13%	1.1	2	2%	3	6	12%
CN(C)CCO[C@@H](c1ccc(Cl)cc1)c1ccccn1
→ 0%	3%	10%	1.3	-9	-8%	0	?	-1%
O=S1(=O)C=C[C@@H](CO)N1Cc1ccc(Br)cc1
→ 11%	2%	0%	1.5	5	4%	-1	1	-4%
CC(C)(C)NC(=O)C(c1ccc(-c2ccccc2)cc1)N(C[C@H]1CC[C@@H]([C@@H]2CC[C@H](CO)O2)O1)C(=O)c1ccc2ccccc2c1 (stereo not given in full)
→ ?	-24%	-5%	-0.6	-21	-18%	-2	-7	-5%
Cn1c(N)c(C(=O)COC(=O)Cc2ccc(Cl)c(Cl)c2)c(=O)n(C)c1=O
→ -3%	-5%	-2%	1.2	0	-8%	-3	-13	10%
CCN1CCCC1CNC(=O)c1cc2c(=O)n(C)c3ccccc3c2n1C (stereo not given)
→ 3%	4%	-30%	-4.2	-9	-15%	-2	?	5%
CCOC(=O)c1ccc(NC(=O)CCC(CC)C(=O)O)cc1 (stereo not given)
→ 9%	5%	-6%	-0.5	-5	-1%	2	?	-13%
COc1cccc(/C=N/Nc2ccc(C(=O)O)cc2)c1O
→ ?	-28%	0%	0.6	1	4%	-21	12	-6%
CC[C@@]12C(=O)N(c3ccccc3)C(=O)N1[C@H](c1ccc(Br)cc1)[C@@H]1C(=O)N(C(C)(C)C)C(=O)[C@@H]12
→ ?	2%	-7%	0.5	-12	-17%	1	-54*	-2%
N#C/C(=C\c1c[nH]c2ccccc12)C(=O)NCC1CCCO1 (stereo not given)
→ 27%	-15%	-6%	0.1	-2	-16%	-1	-21	11%
O=C(CCC(=O)N(c1cccc(F)c1)C(C(=O)NC1CCCC1)c1ccncc1)Nc1cccnc1 (stereo not given)
→ -14%	-15%	4%	1.1	1	-1%	0	-19	-6%
CS(=O)(=O)c1ccccc1C(=O)Nc1ccc(S(=O)(=O)N2CCCC2)cc1
→ -23%	-7%	-1%	-0.8	6	3%	1	4	4%
Cc1oc2ccc(O)c(CN3CCOCC3)c2c1C(C)O (stereo not given)
→ 0%	3%	-12%	-1.6	7	-5%	2	0	-3%
CC(=O)Nc1ccc(NC(=O)c2ccccc2S(=O)(=O)c2ccc([N+](=O)[O-])cc2)cc1
→ 7%	1%	3%	-3.3	1	15µM*	-16	2	-4%
COc1ccc(/C=C/C(=O)OCC(=O)Nc2ncc(Cl)cc2Cl)cc1
→ -12%	-4%	-21%	-3.7	1	-4%	-17	-10	-1%
CCCS(=O)(=O)N1CCN(Cc2ccco2)CC1
→ -9%	-2%	-12%	0.6	-4	-1%	8	1	-5%

Shown tab-delimited: 2 of the compounds above.
SMILES	GLP1R inv ag	GLP1R cytotox	WRN inhibitor	IL-2 act	D3 ag	PLK1 PBD block	PI5P4K alpha inh	D3 antag	GLP-1R agonist
CCOC(=O)c1ccc(NC(=O)CCC(CC)C(=O)O)cc1 (stereo not given)	9%	5%	-6%	-0.5	-5	-1%	2	?	-13%
CCn1c(CNc2ccccc2Cl)nnc1SCC(=O)NCc1ccccc1	-4%	-11%	-3%	-0.5	-12	-5%	.	-9	3%
